Bioassay records deposited in PubChem by National Center for Advancing Translational Sciences (NCATS).
Lipid storage S3 = qHTS Assay for Lipid Storage Modulators in Drosophila S3 Cells; Drosophila S3 cells, BODIPY lipid droplet fluorescence, 18-24 h; cells fed with added oleic acid; Potency in µM for hits, for the others lipid storage change, negative = inhibition, % at the top dose, mostly 46.1 µM; 320,000 tested, 0.64% active; AID 2685; active = well fitted inhibition curve with a large enough effect in the signal ratio, with a control signal flat, not every such curve was filed as active; inconclusive = small, poorly fitted or top-dose-only effect, or effect the other way, or a change in a side signal; the % refers to the signal ratio
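Drosophila S3 cells loaded with oleic acid (400 uM, as added) and compounds at several concentrations; lipid droplets imaged by 488-nm laser-scanning cytometry, 500–530 nm intensity and object ratio to cell channel. Percent activity normalized to 20 uM Triacsin C.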
Lipid storage S3 cell count max = second read-out of Lipid storage S3, no call of its own (marks repeat the call); cell number change, %; measured here: cell count max response;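 cells counted by Cell Tracker Red CMTPX staining in the red channel; peak over a dose series mostly up to 46.1 µM; percent activity relative to internal control wells on each plate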
Starred values were filed as active, the others as inactive; i = inactive; ? = inconclusive; . = not tested or not shown; [ ] = another dose, or the depositor's remark. % is set by controls: 0 for no effect and ±100 for the full control effect; potency is the fitted concentration of half-maximal effect. These rows are one share of the data; count on the stated rates, not on these rows.

SMILES	Lipid storage S3	Lipid storage S3 cell count max
O=C(N[C@@H](Cc1ccccc1)C(=O)OCc1ccccc1)c1nc[nH]c1C(=O)NC1CCNCC1	?	.
Brc1ccc(-c2csc(/N=C/N3CCOCC3)n2)cc1	?	.
Cc1ccc(CSc2nnc(CS(=O)Cc3ccc(Cl)cc3Cl)n2C)cc1 (stereo not given)	i	.
O=C(Nc1cccnc1Cl)c1cc(-c2ccccc2O)on1	26.2%	26.9
COc1ccc2oc(C(=O)NCCC(C)C)c(C)c2c1	?	.
CCc1nc2ccccc2c(=O)n1NCCc1ccccc1	12.7%	11.4
CC(C)CC1(C(=O)NCc2cc(F)cc(C(F)(F)F)c2)C=CCN1C(=O)c1ccccc1 (stereo not given)	?	.
Cc1cc(-n2c(C)cc(C(=O)CN3C(=O)NC4(CCCCC4)C3=O)c2C)no1	-0.4%	.
C=CCNC(=S)NNC(=O)C(CCC(C)C)CC(C)(C)O (stereo not given)	?	.
COc1ccc(C2C(C(C)=O)=C(O)C(=O)N2CCc2ccccc2)c(OC)c1 (stereo not given)	?	.
COc1ccc(/C=C(\NC(=O)c2cccs2)C(=O)Nc2cccc3ccccc23)cc1OC	?	.
OCCNCCCOc1ccc(Cl)cc1Br	-16.4%	24.1
COc1cccc(CNC(=O)C2CCN(S(=O)(=O)c3ccc(Br)s3)CC2)c1	?	.
COc1ccc(OC)c(C2CC(=O)Nc3c2c(=O)[nH]c2ncnn32)c1 (stereo not given)	-6.4%[9.22 µM]	-13.2
O=C1CC(N2CCN(c3ccc(Cl)cc3)CC2)C(=O)N1c1ccc(F)cc1 (stereo not given)	?	.
O=C1C2C(C(=O)N1c1ccccc1)N1CCCN1C2c1ccccc1 (stereo not given)	?	.
O=C1OC(c2ccc(O)cc2)(c2ccc(O)cc2)c2ccccc21	-3.5%	-7.7
CC(C)Oc1cccc(C(=O)Nc2ncn[nH]2)c1	?	.
CC(C)c1cc(C(=O)N2CCCC(C(=O)c3ccc4ccccc4c3)C2)on1 (stereo not given)	6.8%	.
COc1cc(CCC(=O)Nc2nnc(-c3cccnc3)s2)cc(OC)c1OC	0.4%	15.9
O=C(Nc1cccc(C(=O)Nc2ccc(F)cc2F)c1)c1ccccc1	?	.
O=C(c1ccc(Cl)c(S(=O)(=O)N2CCOCC2)c1)N1CCN(Cc2ccccc2)CC1	-12.2%	-8.4
O=C(Cc1ccc(Cl)cc1)c1ccc(O)cc1	-0.8%	4.6
COc1ccccc1N(C)S(=O)(=O)c1ccc(Cl)c(C(=O)NC2=NCCS2)c1	?	.
O=C(O)c1ccc(-n2c(O)c(C=C3N=c4ccccc4=N3)sc2=S)cc1	14.9%	8.2
COc1ccc(NC(=O)CCCC(=O)OCC(=O)c2cccc(OC)c2)cc1	i	29.5
CCOc1ccc(S(=O)(=O)NC2CCCC2)cc1C	?	.
Fc1cccc2sc(Nc3nc4cc5c(cc4s3)OCO5)nc12	?	.
CSc1nc(SCC(=O)O)c2c3c(sc2n1)COC(C)(C)C3	21.3%	9.2
O=C(Cn1nc(Cc2ccncc2)c2ccccc2c1=O)N1CCc2ccccc2C1	i	.
O=C(CSc1nnc(-c2ccc(F)cc2)c2ccccc12)Nc1ccccc1Cl	-6.0%	-1.9
COc1ccccc1/C=C(/C#N)C(=O)O	?	.
Cc1nc2ccccc2cc1C(=O)N/N=C/c1cccs1	?	.
COc1cccc(/C=C2\SC(=S)N(CCC(=O)NCCc3ccc(O)cc3)C2=O)c1	?	.
NS(=O)(=O)c1ccc(Nc2ccc([N+](=O)[O-])c3nonc23)cc1	22.7%	8.8
O=C(Cn1ncc2ccccc21)N1CCN(c2cccc(C(F)(F)F)c2)CC1	1.4%	-5.8
O=C(N/N=C\c1ccccn1)C1c2ccccc2Oc2ccccc21	-19.8%	-15.3
O=C(CC(c1ccccc1)(c1ccccc1)c1ccccc1)N[C@@H](Cc1ccccc1)C(=O)O	1.2%	.
CC(C)NC(=O)CSc1nnc(COc2ccccc2Cl)o1	?	.
CCCCn1c(SCC(=O)N2c3ccccc3Sc3ccccc32)nc2c1c(=O)n(C)c(=O)n2C	23.8%	-12.7
COc1ccc2cc(C(c3nnnn3C(C)(C)C)N3CCc4ccccc4C3)c(=O)[nH]c2c1 (stereo not given)	?	.
O=C(COC(=O)c1ccc(S(=O)(=O)NCc2ccco2)cc1)Nc1ccc(Cl)cn1	?	.
CCOC(=O)c1c(C)n(C)c2ccc(OC)c(NC(=O)CN3CCN(C4CCCCC4)CC3)c12	i	26.2
COc1ccc(-c2[nH]c(-c3cccc(OC)c3)nc2SCC(=O)NCc2ccco2)cc1	i	.
O=C(Nc1ccc(F)c(Cl)c1)C1CCCN(c2cnccn2)C1 (stereo not given)	?	.
C=CCn1c(C)cc(C(=O)CSc2nnc(-c3cccc(S(=O)(=O)N(CC)CC)c3)o2)c1C	?	.
O=S(=O)([N-]c1nc2ccccc2nc1-n1cc[n+](Cc2ccccc2)c1)c1ccc(Cl)cc1	8.5%	13.0
C[C@@H](C(=O)Nc1ccc2ccccc2c1)[C@H]1C[C@]1(C)[C@H](NS(=O)(=O)c1ccccc1)c1ccccc1	?	.
Cc1ccc(NC(=O)COC(=O)CCC(=O)c2cccs2)cc1S(=O)(=O)N1CCOCC1	?	.
CCOc1ccc(C(=O)NCC(=O)OCc2nnc(-c3ccccc3)o2)cc1OCC	10.8%	-13.4
CC(=O)c1ccc(OCCCC(=O)OCC(=O)N2CCN(c3ccccc3)CC2)cc1	?	.
O=C(Nc1ccccc1O)C(c1ccccc1)c1ccccc1	?	.
O=c1cc(N2CCc3ccccc3C2)[nH]c(=O)n1Cc1ccc(F)cc1	5.3%	15.4
CC(CNC(=O)Cn1ccc2cc(S(=O)(=O)N3CCCC3)ccc21)c1ccccc1 (stereo not given)	i	5.3
COc1ccc(/C=C2/C(=N)N3N=C(CC(=O)N4CCCC4)SC3=NC2=O)cc1OC	?	.
Cc1ccccc1N1C(=O)C2C3CCC(O3)C2C1=O (stereo not given)	?	.
Cc1ccc(OC(C)C(=O)Nc2ccncc2)cc1 (stereo not given)	?	.
O=C(C1=C(O)C(=O)N(CCCN2CCOCC2)C1c1ccc(Cl)cc1)c1cc2ccccc2o1 (stereo not given)	?	.
CSc1nc2c(c(=O)n1Cc1ccccc1)SC(C)C2 (stereo not given)	?	.
O=S(=O)(c1ccc(Cl)cc1)N1CCCC(c2nc(-c3ccc(F)cc3)no2)C1 (stereo not given)	?	.

Random excerpt: 5 entries already listed, in no set order.
SMILES	Lipid storage S3	Lipid storage S3 cell count max
CC(=O)c1ccc(OCCCC(=O)OCC(=O)N2CCN(c3ccccc3)CC2)cc1	?	.
Cc1ccc(NC(=O)COC(=O)CCC(=O)c2cccs2)cc1S(=O)(=O)N1CCOCC1	?	.
O=C(Nc1ccccc1O)C(c1ccccc1)c1ccccc1	?	.
O=S(=O)(c1ccc(Cl)cc1)N1CCCC(c2nc(-c3ccc(F)cc3)no2)C1 (stereo not given)	?	.
Cc1ccc(OC(C)C(=O)Nc2ccncc2)cc1 (stereo not given)	?	.

Following part.
SMILES	Lipid storage S3	Lipid storage S3 cell count max
Cc1cc(C)c(NC(=O)CN(c2ccccc2)S(=O)(=O)N(C)C)c(C)c1	?	.
Nc1c(C(=O)N/N=C/c2ccc([N+](=O)[O-])cc2)cnn1-c1ccccc1	18.0%	8.9
COc1cccc(-c2sc3ccc(OC)cc3c2-c2ccc(O)cc2)c1	?	.
Cc1ccc2oc(C(=O)NCC(c3ccco3)N(C)C)c(C)c2c1 (stereo not given)	?	.
CCOC(=O)C(NCc1ccccc1OC)(NC(=O)c1ccccc1)C(F)(F)F (stereo not given)	?	.
O=C(OCn1ncc(Br)c(Br)c1=O)c1c(F)cccc1F	?	.
O=C(NNc1cccc(Cl)c1)c1cccnc1Cl	?	.
COc1ccc(/C=C(\NC(=O)c2ccccc2)C(=O)N2CCCCC2)cc1OC	-2.6%	8.0
CCOc1cc(/C=C2\SC(=N)N(c3nonc3N)C2=O)ccc1OCCN1CCOCC1	?	.
O=C(COc1ccc([N+](=O)[O-])cc1)N(C1CCCCC1)C1CCS(=O)(=O)C1 (stereo not given)	?	.
Cc1onc(C(=O)Nc2cccc(C(F)(F)F)c2)c1[N+](=O)[O-]	?	.
O=C(Nc1ccccc1)c1cccc(N2C(=O)C3C4C=CC(C5CC45)C3C2=O)c1 (stereo not given)	16.4µM*	-4.5*
Cc1ccccc1Cn1c2ccccc2c2cnn(CC(=O)NCCCN3CCN(C)CC3)c(=O)c21	?	.
CCC(=O)N(C)/C=C1\Sc2ccccc2C1=O	11.1%	2.0
O=C1CC(C(=O)O)(c2ccccc2)c2cccc(F)c21 (stereo not given)	?	.
CCOC(=O)C1C(=O)C=C(C)C(C(=O)OCC)C1c1cccc([N+](=O)[O-])c1 (stereo not given)	i	-20.1
CCOC(=O)c1[nH]cnc1N=Nc1c(O)ccc2ccccc12	?	.
C=CCn1c(SCc2nc3ccccc3[nH]2)nnc1-c1ccncc1	17.0%	0.9
CC(=O)c1ccc(NC(=O)[C@@]2(CC(=O)O)CC(/C=C/c3ccccc3)=NO2)cc1	?	.
CCN1CCN(c2ncc(C(=O)Nc3cc(Cl)ccc3OC)c3ccccc23)CC1	?	.
COc1ccc(CC(=O)Nc2ccccc2C(=O)N2CCOCC2)cc1	10.1%	-9.4
Cc1ccc(S(=O)(=O)N2CCC(CN3C(=O)c4cccc5cccc(c45)C3=O)CC2)cc1	8.8%	1.9
C[C@@H](OC(=O)N1CCCCC1)[C@H]1O[C@]2(C)CCCC[C@H]1O2	?	.
Cc1ccc(NC(=O)CC2NCCN(Cc3ccccc3)C2=O)cc1 (stereo not given)	?	.
O=C(CC1NCCc2ccccc21)Nc1ccc(Oc2ccccc2)cc1 (stereo not given)	-10.8%	-15.1
O=C(O)C1CC=CCC1C(=O)NCCc1cccc(Cl)c1 (stereo not given)	?	.
CCCC(=O)NCCCCNC(=O)CCC	-4.4%	-0.7
Cc1ccc(NC(=O)c2ncn[nH]2)cc1	-6.7%	12.9
CC(=O)Nc1ccc(SC[C@H](CC(C)C)N2CCN(CCc3ccccc3)CCC2=O)cc1	7.4%	-1.7
O=C(O)c1ccc(Nc2nc(-c3ccccc3)cs2)cc1	2.3%	4.9
Cc1ccccc1C(=O)Nc1cc(NC(=O)c2ccccc2C)cc(C(=O)O)c1	?	.
CC(C)OC(=O)CC1=NC(=O)CS1	?	.
COCCNC(=O)CN1C(=O)NC2(CCOc3ccccc32)C1=O (stereo not given)	i	1.2
CC(=O)c1cccc(NC(=O)CC(C)n2ccnc2)c1 (stereo not given)	?	.
COCCn1cnnc1SCC(=O)Nc1sccc1C(N)=O	?	.
Cc1ccc(NC(=O)CSc2nnc(C3COc4ccccc4O3)o2)c(Cl)c1 (stereo not given)	?	.
COc1ccc(N2CCN(C(=O)c3ccc(CS(=O)c4cccc(C)c4)o3)CC2)cc1 (stereo not given)	?	.
CCc1ccc(NC(=O)CS(=O)CC(=O)NCC2OCCc3ccccc32)cc1 (stereo not given)	12.9%	8.4
O=C(COC(=O)c1c2ccccc2cc2ccccc12)NCC(F)(F)F	22.6%	0.1
CN(Cc1nc(-c2ccc3c(c2)OCO3)no1)CC1(N2CCOCC2)CCCCC1	?	.
Cc1ccc(C(=O)NNC(=O)c2cccs2)cc1	?	.
COC(=O)c1ccc(Cn2cnc3c(sc4nc(N5CCOCC5)c5c(c43)CCCC5)c2=O)o1	?	.
Cc1ccc(C)c(NC(=S)NNC(=O)c2csc(C)c2C)c1	?	.
O=C(c1ccc2[nH]c(=O)c(=O)[nH]c2c1)N1CCN(c2ccccc2)CC1	i	0.6
Cc1ccc(-n2nc3c(n2)/C(=N/O)CC/C3=N\O)cc1	0.3%	2.9
COCCNC(=S)N1CCc2cc(OC)c(OC)cc2C1c1cccs1 (stereo not given)	-2.8%	-5.6
Cc1cccc2cc(C(c3nnnn3Cc3ccccc3)N3CCN(c4ccccc4)CC3)c(=O)[nH]c12 (stereo not given)	i	.
Cc1nn(C)cc1NC(=O)c1nn(C)cc1[N+](=O)[O-]	?	.
CC1(C)OC(=O)N(CCC(=O)Nc2cccc(F)c2)C1(C)O (stereo not given)	4.7%	0.5
Cc1ccc(OCCOc2ccc(Cl)cc2Cl)c([N+](=O)[O-])n1	23.7%	3.6
Cn1c(=O)c(=O)n(C)c2cc(S(=O)(=O)N3CCC(Cc4ccccc4)CC3)ccc21	-8.4%	-13.5
COc1ccc2nc3oc(C(=O)NCc4cccs4)cc3cc2c1	?	.
COc1ccc(Cn2c(C)nc3ccc([N+](=O)[O-])cc3c2=O)cc1	-15.8%	-5.2
CCCOc1ccc2cc(-c3ccccn3)c(=O)oc2c1	?	.
Cc1ccc(NC(=O)NCC2CC2(Cl)Cl)cc1 (stereo not given)	?	.

Whole records, looked up by structure:
Cc1nn(C)cc1NC(=O)c1nn(C)cc1[N+](=O)[O-] is entered as Lipid storage S3: ?; Lipid storage S3 cell count max: .
COCCNC(=S)N1CCc2cc(OC)c(OC)cc2C1c1cccs1 (stereo not given) is entered as Lipid storage S3: -2.8%; Lipid storage S3 cell count max: -5.6
Cc1ccc(OCCOc2ccc(Cl)cc2Cl)c([N+](=O)[O-])n1 is entered as Lipid storage S3: 23.7%; Lipid storage S3 cell count max: 3.6
